Glyco luc inh: N-linked glycosylation inhibition | D54 ERlucT glycosylation luciferase reporter, 24 h; percent of 100 nM tunicamycin response | reporter increase, % at 12.5 µM | hit rate 0.23% among 360,000 | AID 588692;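 active means mean luciferase reporter signal, scaled so untreated is 0 and the glycosylation-blocking control 100, at or above a set limit in every replicate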;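 further: luciferase carries N-glycosylation sites so blocking glycosylation raises the light; 0% = median of neutral control wells and 100% = median of 100 nM tunicamycin wells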
aDG glyco up: alpha-DG glycosylation activation. hit rate 0.22% among 360,000. activation, % at 10 µM. Pro5-aDG cells, alpha-DG glycosylation AlphaScreen (IIH6); 0% Pro5, 100% B10-LARGE cell signal;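 active means activation of at least 8% versus controls, or a plate z-score of at least 8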;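 further: Pro5 are CHO cells carrying HIG-tagged alpha-DG that lacks glycosylation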
ABHD5-PLIN5 inh: inhibitors of human ABHD5-perilipin-5 interaction; Split G. princeps luciferase complementation, luminescence, 4 h; inhibition, % at 4 µM; hit rate 0.78% among 360,000; Q00G26+Q8WTS1;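 active means inhibition above the mean inhibition across every tested compound plus 3 SD, cut at about 22% in these data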;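 further: 0% = DMSO only wells and the 100% control is not disclosed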
MC4R antagonist: antagonists of human melanocortin 4 receptor (MC4R) | P32245 | MC4R-expressing cells, MTII-stimulated cAMP, LANCE TR-FRET | inhibition, % at 6.5 µM | hit rate 0.48% among 360,000 | AID 540295;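 active means inhibition above its plate's cutoff, the mean of tested wells on that plate plus 3 SD, cut at about 29% in these data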;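 further: 0% = Melanotan II alone and 100% = Melanotan II plus saturating MCL0020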
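Assay system: U2OS cells stably expressing human melanocortin 4 receptor (MC4R) / Dosing: 6.5 µM / Timing: compound 30 min, challenge 1 h, detection 1 h / Measured by: Eu-cAMP/anti-cAMP TR-FRET, emission 671 nm / Replicates: singlicate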
MC4R barr agon: agonists of human melanocortin 4 receptor (MC4R) beta-arrestin | P32245 | U2OS MC4R beta-arrestin complementation, luminescence; percent of melanotan II response, DMSO zero | AID 540308 | activation, % at 8.9 µM | hit rate 0.98% among 360,000;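 active means activation above a per-plate cutoff, the mean activation of sample wells on that plate plus 3 SD, cut at about 8% in these data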
Vif inh: inhibitors of HIV Vif | HEK293T cells, Vif self-association by quenched fluorescence, imaging, 24 h | inhibition, % at 7.49 µM | hit rate 0.35% among 340,000; in the data active means inhibition above about 50%, passing the limit was not always enough; further: some results filed as inactive read as strong as hits
ABCB6 inh MLPCN: human ABCB6 transporter inhibition | K562-ABCB6 porphyrin accumulation, flow cytometry, 1 h; active compounds read low | fluorescence ratio to DMSO, % at 10 µM | hit rate 0.19% among 360,000;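 active means fluorescence ratio to DMSO below 75%, the collection mean minus 3 SD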;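 further: signal is porphyrin accumulated inside mitochondria; 100% equals median channel fluorescence of DMSO control wells; lower ratio means ABCB6 inhibition with less porphyrin fluorescence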
Target sequence (Q9NP58 whole entry, looked up): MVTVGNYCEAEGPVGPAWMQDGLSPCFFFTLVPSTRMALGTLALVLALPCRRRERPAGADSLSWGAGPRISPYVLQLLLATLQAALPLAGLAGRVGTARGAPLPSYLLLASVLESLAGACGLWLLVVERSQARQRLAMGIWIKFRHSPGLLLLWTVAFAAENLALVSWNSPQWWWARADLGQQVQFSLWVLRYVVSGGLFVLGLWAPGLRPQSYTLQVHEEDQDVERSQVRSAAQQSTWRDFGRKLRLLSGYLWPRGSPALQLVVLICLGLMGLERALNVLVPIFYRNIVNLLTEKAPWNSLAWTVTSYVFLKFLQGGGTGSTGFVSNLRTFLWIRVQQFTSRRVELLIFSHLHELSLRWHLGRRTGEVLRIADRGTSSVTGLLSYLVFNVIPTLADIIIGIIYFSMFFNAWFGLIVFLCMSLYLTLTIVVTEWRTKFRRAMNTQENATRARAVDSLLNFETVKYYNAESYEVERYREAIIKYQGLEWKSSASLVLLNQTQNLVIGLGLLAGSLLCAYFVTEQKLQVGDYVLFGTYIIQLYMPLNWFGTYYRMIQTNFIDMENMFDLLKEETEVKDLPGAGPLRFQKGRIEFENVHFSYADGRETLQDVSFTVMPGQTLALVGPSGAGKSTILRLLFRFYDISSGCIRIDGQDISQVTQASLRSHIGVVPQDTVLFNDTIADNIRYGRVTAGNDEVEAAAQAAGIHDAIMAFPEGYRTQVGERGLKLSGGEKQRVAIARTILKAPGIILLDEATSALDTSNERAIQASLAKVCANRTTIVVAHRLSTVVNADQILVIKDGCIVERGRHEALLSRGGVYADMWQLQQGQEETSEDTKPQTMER
Granule exo inh: blocks lytic granule exocytosis; TALL-104 LAMP-1 surface exposure, flow cytometry; cells stimulated with thapsigargin and PMA; inhibition, % at 10 µM; hit rate 0.66% among 360,000; AID 651702;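 active means inhibition above about 55%, limit read from the data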
TLR9-MyD88 inh: blocks human TLR9 binding to MyD88 | CHO BLA complementation TLR9-MyD88, CCF4 FRET ratio | inhibition, % at 4.98 µM | hit rate 0.21% among 340,000;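 active means inhibition above the mean over all tested compounds plus 3 SD, cut at about 21% in these data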;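 further: 0% = DMSO only wells and 100% = clavulanate BLA inhibitor control wells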
NOD2-RIPK2 inh: blocks binding of human NOD2 to RIPK2; O43353; CHO BLA complementation NOD2-RIPK2, CCF4 ratio; inhibition, % at 4.98 µM; hit rate 0.38% among 360,000; AID 624267; in the data active means inhibition above about 21%;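 further: 0% = vehicle only and 100% = reference blocker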
Numbers without * were called inactive; · = no result given. Some of the compounds tested (hit frequency here may not be typical).

SMILES	Glyco luc inh	aDG glyco up	ABHD5-PLIN5 inh	MC4R antagonist	MC4R barr agon	Vif inh	ABCB6 inh MLPCN	Granule exo inh	TLR9-MyD88 inh	NOD2-RIPK2 inh
O=C1CSC(c2ccccc2)N1CC(O)c1ccc([N+](=O)[O-])cc1 (stereo not given)	-3	0.1	-2	4	-2.3	15	96	-1	4	-6
O=C(NCCC(=O)N(CCc1ccccc1)Cc1ccccc1)c1ccccc1Cl	-4	0.3	-10	1	-1.5	-7	80	5	8	-2
CC1(C)Cc2c(cnn2-c2ccc(F)cc2)C(NC(=O)CCN2CCCCO2)C1 (stereo not given)	0	0.0	0	-3	-2.5	26	102	6	-1	-9
Cc1cccc(N2CCN(C(=O)CCC(=O)N3Cc4ccccc4Oc4ncccc43)CC2)c1C	-6	0.5	13	7	-1.5	-6	101	5	-11	3
Cc1ccc(F)c(S(=O)(=O)NC(=O)C2(C)CCN2C(=O)Cc2ccc(-c3ccccc3)cc2)c1 (stereo not given)	0	-0.2	-2	4	-3.2	3	97	-8	·	-9
CC1(Cc2ccccc2F)C(=O)Nc2c(Cl)ccc(Cl)c21 (stereo not given)	-2	-0.1	-9	-1	4.7	-4	93	-3	·	-7
CCNC(=O)Cn1c(=O)c(=O)n(Cc2ccccc2)c2ccc(Cl)cc21	4	0.0	-1	14	-1.7	-5	98	3	-4	4
CCOc1ccc(C(=O)C(C)OC(=O)c2cnc(C)cn2)cc1 (stereo not given)	2	-0.3	1	4	-2.9	-2	100	-2	-3	-5
CC1(C(=O)NS(=O)(=O)c2cccc(F)c2)CCN1C(=O)Cc1ccccc1 (stereo not given)	0	-0.2	3	5	0.7	-11	92	-2	·	5
COc1ccc(C(Nc2ccccn2)c2c(NC(=O)c3ccco3)sc(C)c2C)cc1 (stereo not given)	1	-0.7	-3	0	-5.8	3	96	-9	-1	-7
c1coc(CN2CN=C(Nc3nc4ccccc4s3)NC2)c1	1	-0.1	-2	1	-0.1	1	96	4	7	-8
COc1cc(/C=C2/SC(=S)N(Cc3ccccc3)C2=O)ccc1OS(C)(=O)=O	3	0.2	-6	-4	-1.5	-7	100	-19	5	-6

In a second layout: entries from further up.
Structure,Glyco luc inh,aDG glyco up,ABHD5-PLIN5 inh,MC4R antagonist,MC4R barr agon,Vif inh,ABCB6 inh MLPCN,Granule exo inh,TLR9-MyD88 inh,NOD2-RIPK2 inh
CCOc1ccc(C(=O)C(C)OC(=O)c2cnc(C)cn2)cc1 (stereo not given),2,-0.3,1,4,-2.9,-2,100,-2,-3,-5
CC1(C(=O)NS(=O)(=O)c2cccc(F)c2)CCN1C(=O)Cc1ccccc1 (stereo not given),0,-0.2,3,5,0.7,-11,92,-2,·,5

The results go on:
SMILES	Glyco luc inh	aDG glyco up	ABHD5-PLIN5 inh	MC4R antagonist	MC4R barr agon	Vif inh	ABCB6 inh MLPCN	Granule exo inh	TLR9-MyD88 inh	NOD2-RIPK2 inh
O=C(Nc1ccnn1C1CCN(C/C=C/c2ccc(F)cc2)CC1)C1CCCC1	-1	0.0	9	3	-1.5	8	89	39	3	-7
COc1ccc(CCN2C(=S)N(C)C(=O)C2CC(=O)Nc2ccc(OC)cc2)cc1 (stereo not given)	-1	0.2	4	5	-0.7	2	96	-1	-2	2
Cc1c(C(=O)N2CCOCC2)c(S(=O)(=O)Nc2cccc(C#N)c2)c(C)n1C	2	0.0	0	9	-1.9	5	101	1	-7	-8
CCCc1cc(=O)[nH]c(SCc2nc3ccc([N+](=O)[O-])cc3[nH]2)n1	-2	-0.1	1	8	-1.3	3	100	-2	1	-1
O=C(C1CCC(CNc2nc(=S)[nH]c3ccccc23)CC1)N1CCN(c2ccccn2)CC1 (stereo not given)	-3	1.4	2	3	2.8	-4	97	2	0	2
Cc1cc(C)nc(N2CCCC(C(=O)NCc3cccs3)C2)n1 (stereo not given)	1	-0.1	-3	0	-2.9	-9	97	-3	3	-1
COc1cc(NC(=O)c2cccnc2SC)cc(OC)c1OC	7	0.2	-1	9	-0.2	0	90	1	3	-2
CCOC(=O)C1CCCN(C(=O)CSc2nccn2C)C1 (stereo not given)	2	0.2	-2	5	-1.3	·	102	-1	1	-4
COc1cc(CN2CCN(CCOCCO)CC2)cc(OC)c1OC	-1	-0.3	4	18	0.4	-1	107	6	-3	-12
CC(C)NC(=O)CCCC(=O)NC(C)C	0	-0.3	-2	9	-3.1	-14	100	-1	-4	-2
COc1ccc(-c2nn(-c3ccccc3)cc2/C=C\C(=O)Nc2ccc(C(=O)O)cc2)cc1	4	-0.4	-1	12	0.8	8	95	0	·	-4
C=CCn1c(=NC(=O)c2ccco2)sc2cc(C(=O)OCC)ccc21	0	0.1	-1	7	-2.4	0	93	2	-1	-2
O=C1CCCN1c1ccc(S(=O)(=O)N2CCCCC2)cc1	2	0.0	15	-1	-0.1	3	94	-4	8	-17
c1cncc(-c2nc(-c3ccc4c(c3)OCO4)cs2)c1	3	0.0	1	1	0.2	-2	101	2	-4	2
CCOC(=O)Cc1csc(NC(=O)COc2ccc(N(C)S(=O)(=O)c3cccs3)cc2)n1	0	-0.2	-5	10	-1.5	-9	98	7	-5	-5
Cc1nc([N+](=O)[O-])cn1CC(O)c1ccccc1 (stereo not given)	2	-0.1	0	16	-0.8	-1	98	-6	·	-5
O=C(CSc1ccccc1)Nc1nnc(-c2ccco2)o1	3	0.0	8	12	0.7	2	98	1	-3	-4
COc1ccc(Nc2nc(N)c([N+](=O)[O-])c(N3CCCC3)n2)cc1	16	0.0	-8	6	-1.4	-5	92	14	-4	-5
CC1Sc2ccc(S(=O)(=O)N3CCC(C(=O)NCCc4ccccc4)CC3)cc2NC1=O (stereo not given)	-3	0.1	-2	7	-0.4	-5	95	-4	3	-3
Cc1nc2ccc(NC(=O)Cc3ccccc3F)cc2s1	-5	0.3	3	1	1.1	-3	94	1	1	-6
Cc1noc(C)c1NC(=O)N(C)C[C@H]1Oc2ccc(NC(=O)C3CCCCC3)cc2C(=O)N([C@H](C)CO)C[C@@H]1C	2	-0.3	5	2	-0.6	-5	97	-3	-7	-2
CCS(=O)(=O)c1ccc2oc(SCC(=O)Nc3ccc(OC)c(OC)c3)nc2c1	2	0.4	-6	14	-2.1	9	95	0	3	3
CCOC(=O)C1=C(Nc2ccc(C)cc2)CC(C)(O)C(C(=O)OCC)C1c1ccccc1 (stereo not given)	1	-0.1	4	4	0.8	17	98	2	5	-4
COC(=O)CCCC1=CC2=C(c3ccccc3)C(=O)C(C)(OC(=O)C3CCCC3)C(=O)C2=CN1Cc1ccc(OC)cc1 (stereo not given)	-2	0.2	0	-3	-0.8	1	99	-9	5	-6
CCN(CC(=O)NCc1ccc(F)cc1)S(=O)(=O)c1ccc(Cl)s1	-2	0.1	-7	6	-0.2	12	99	0	1	0
CN(C)c1ccc(/C=N/Nc2cc(N3CCOCC3)nc(N3CCOCC3)n2)cc1	-2	-0.2	-4	-4	-3.6	0	108	-2	-1	-3
Cc1cccc(N2N=C(C(=O)Nc3ccc(Cl)c(S(=O)(=O)N4CCOCC4)c3)CCC2=O)c1	1	-0.1	-4	5	3.7	-3	93	-3	-4	-1
O=C1CSC(c2ccc(F)cc2)N1c1ccccc1F (stereo not given)	0	-0.2	-4	6	-3.3	1	98	2	2	2
CSc1ccccc1C(=O)Nc1ccccc1C(=O)N1CCCC1	0	0.5	-2	7	-0.7	-2	96	4	-5	4
O=C(Nc1ccc2nc([C@H]3C[C@H](O)[C@@H](CO)O3)[nH]c2c1)NC(c1ccccc1)c1ccccc1	0	0.0	-6	16	0.6	-3	103	9	·	3
Cc1cccc(OCc2nnc3n2CCCCC3)c1	1	0.1	5	-4	-0.1	2	88	-4	-19	-11
CCCn1c(=O)c(C(=O)c2ccccc2)nc2ccccc21	-1	0.2	3	-2	1.6	-3	103	2	-1	-4
CCC(C)Sc1nc2c(c(=O)[nH]c(=O)n2C)n1Cc1ccc(Cl)cc1 (stereo not given)	-4	0.4	9	-31	1.6	15	100	7	-8	4
CN(C)CCCOc1ccc(-c2cc3nc(NCc4cccnc4)n(C)c(=O)c3s2)cn1	-3	0.1	1	-8	-2.0	-4	98	6	·	-3
O=C(c1cccc([N+](=O)[O-])c1)c1cc2ccccc2o1	-1	0.0	1	13	-0.8	3	94	-5	-16	-6
CCn1c(NC(=O)C(C)C)c(-c2cccs2)c(=O)c2ccccc21	-2	-0.2	1	10	-3.4	15	97	2	-15	-6
COc1ccc2nc(-c3ccccc3)cc(C(=O)OCC(=O)N3CC(C)OC(C)C3)c2c1 (stereo not given)	2	0.4	6	11	-1.1	1	101	0	-1	1
CC1Cc2nc(SCC(=O)Nc3ccccc3F)n(C)c(=O)c2S1 (stereo not given)	0	1.7	-3	8	-1.8	11	95	3	-5	-6
O=C(CNC(=O)C1CCCCC1)OC(C(=O)c1ccccc1)c1ccccc1 (stereo not given)	0	-0.2	-8	14	-0.3	-4	104	-2	-9	2
O=C(NNC(=O)c1ccc(Br)s1)c1ccc(F)c(S(=O)(=O)N2CCOCC2)c1	0	-0.1	3	1	-1.4	1	101	1	-22	0
Cc1ccc(/C=C/C(=O)Nc2ccc([N+](=O)[O-])cc2)o1	2	-0.2	29*	4	-1.6	-5	93	20	-3	6
CC1CCN(S(=O)(=O)c2ccc(NC(=O)C3CSC4(C)CCC(=O)N34)cc2)CC1 (stereo not given)	-1	-0.2	1	-2	-1.4	-12	100	2	-2	14
CN1CCC/C1=C/C=C1\SC(=S)NC1=O	3	0.1	-8	-14	-2.5	-1	108	-1	-3	-9
O=C(NCc1cccs1)c1nc(-c2cccs2)no1	-2	0.2	-5	0	-2.7	2	101	1	6	1
CC[C@H](NC(=O)/C=C/[C@H]1O[C@@H](n2cc(C)c(=O)[nH]c2=O)C[C@@H]1O)c1ccccc1	-3	0.0	-1	·	·	-4	103	-2	·	-4
CC1CN(C(=O)COC(=O)c2cncc(Br)c2)CC(C)O1 (stereo not given)	2	0.0	4	5	-0.2	·	96	6	-5	-9
COC(=O)Cc1cnc(NC(=O)CSc2nc(C(C)C)cc(=O)[nH]2)s1	2	-0.1	2	12	-1.8	3	99	-5	5	0
COc1cc(C(=O)NNC(=O)CCOc2cccc(Br)c2)cc(OC)c1OC	5	0.0	-4	22	-1.2	5	98	0	-5	5
CCC(=O)Nc1ccc(N2CCC(C)CC2)cc1	0	0.1	-6	-4	1.1	4	90	0	-2	-4
FC(F)(F)c1cccc(Cc2noc(CN3CCSCC3)n2)c1	0	-0.2	-4	5	-0.2	2	89	0	-5	3
O=C(Cc1ccccc1F)NC1CCCc2ccccc21 (stereo not given)	-2	0.0	-10	10	-2.5	12	98	1	1	5
COc1ccc(C(=O)N2c3ccccc3C(=O)OC2c2ccc3c(c2)OCO3)cc1 (stereo not given)	-1	-0.3	-4	-3	-0.8	22	109	0	0	-10
COCc1cc(=O)[nH]c(/N=C(\N)Nc2c(F)cccc2F)n1	2	-0.3	-4	-1	-2.0	·	103	0	·	-3
CCCn1c(N)c(Sc2ccc([N+](=O)[O-])cc2)c(=O)n(CCC)c1=O	2	0.1	5	10	-1.1	-6	103	-1	3	-5
CCOC(=O)N1CCN(CC(O)COc2c(C)cccc2C)CC1 (stereo not given)	-2	0.0	0	13	3.4	0	94	-7	12	-1

Bioassay records (PubChem BioAssay)
